# PP5 inh = blocks human protein phosphatase 5 activity; purified PP5c, OMFP substrate fluorescence; inhibition, % at 6.7 µM; actives 0.18% (n = 320,000); AID 1987;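 active means inhibition above the campaign's mean inhibition across all tested compounds plus 3 SD, cut at about 9.5% in these data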;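 further: 0% = DMSO only and 100% = 100 µM cantharidin control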
# Efflux pump mplx = antifungal efflux pump inhibition, Nile Red retention | S. cerevisiae Candida pump triplex | inhibition, % at 10 µM | actives 0.44% (n = 330,000);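 active means plate passing quality check with inhibition over a set limit, or well fluorescence over plate mean plus 4 SD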;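 further: Nile Red retained in pooled yeast measured as flow cytometry median fluorescence; 0% = buffer negative control and 100% = Enniatin B positive control; higher means more Nile Red kept so more efflux inhibition; some compounds called inactive have numbers as strong as hits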
# TPT1 inhibitor = C. albicans TPT1 enzyme inhibition. recombinant caTPT1, FP RNA substrate dephosphorylation. inhibition, % at 5 µM. actives 0.81% (n = 300,000);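 active means inhibition above the mean of all tested compounds plus 3 SD, set per screening campaign, cut at about 24% in these data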;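 further: plate controls were DMSO alone for no effect and ferristatin control at 100 nM for full effect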
# LYPLA2 counter = LYPLA2 (human) inhibition in PME1 counter-screen; O95372; recombinant LYPLA2, FP-Rh probe fluorescence polarization; inhibition, % at 5.9 µM; actives 0.38% (n = 320,000);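 active means inhibition above the screen-wide mean plus 3 SD, limit set per campaign, cut at about 26% in these data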;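 further: 0% = LYPLA2 with DMSO and 100% = wells lacking LYPLA2 enzyme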
# Target sequence (O95372 whole entry, looked up): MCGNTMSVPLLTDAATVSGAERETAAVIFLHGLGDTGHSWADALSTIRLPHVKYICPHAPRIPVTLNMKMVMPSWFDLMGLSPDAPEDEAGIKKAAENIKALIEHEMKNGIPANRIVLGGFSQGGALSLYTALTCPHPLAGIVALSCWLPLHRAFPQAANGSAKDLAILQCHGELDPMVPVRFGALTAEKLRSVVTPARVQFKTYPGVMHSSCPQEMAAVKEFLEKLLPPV
# PREPL inhibitor = inhibitors of human prolyl oligopeptidase-like enzyme PREPL; Q4J6C6; recombinant PREPL, fluorescence polarization activity-based probe; inhibition, % at 5.96 µM; actives 0.68% (n = 320,000); AID 2751; in the data active means inhibition above about 43%;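 further: 0% = enzyme with DMSO and 100% = wells lacking enzyme; many of its hits are not listed in these tables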
# JMJD2C inh = blocks human GASC-1 demethylase activity; Q9H3R0; GST-JMJD2C(1-420) H3K9me3 demethylation, DELFIA europium; inhibition, % at 2.35 µM; actives 0.069% (n = 330,000); AID 2099;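 active means more than half of a compound's replicate wells show inhibition beyond 50%, single wells judged on their own value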;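 further: signal counts dimethyl H3K9 product captured on neutravidin plate; 0% = median of DMSO wells and 100% = 0.3 times that DMSO median; strong numbers were not always called active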
# Target sequence (Q9H3R0 1-420 limits assumed): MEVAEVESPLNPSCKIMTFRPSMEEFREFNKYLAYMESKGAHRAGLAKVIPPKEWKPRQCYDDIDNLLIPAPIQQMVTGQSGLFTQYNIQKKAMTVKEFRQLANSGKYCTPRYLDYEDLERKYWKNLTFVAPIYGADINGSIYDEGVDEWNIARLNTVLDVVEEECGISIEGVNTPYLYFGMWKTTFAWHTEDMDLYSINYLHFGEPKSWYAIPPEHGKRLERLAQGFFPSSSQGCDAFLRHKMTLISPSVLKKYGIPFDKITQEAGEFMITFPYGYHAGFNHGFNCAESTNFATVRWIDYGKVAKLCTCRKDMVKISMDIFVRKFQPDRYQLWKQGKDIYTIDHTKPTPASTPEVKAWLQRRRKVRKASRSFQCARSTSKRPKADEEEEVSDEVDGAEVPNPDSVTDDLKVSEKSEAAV
# Fh CTSL1 inh = cathepsin L1 inhibition, PFM18AAP counter-screen | recombinant F. hepatica cathepsin L1, Z-Leu-Arg-MCA fluorescence | actives 0.49% (n = 300,000) | inhibition, % at 5.96 µM | AID 1906;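 active means inhibition above the mean of all tested compounds plus 3 SD, set per screening campaign, cut at about 17% in these data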;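 further: 0% = plate median of test compound wells and 100% = 1 µM Z-Phe-Ala-diazomethylketone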
# PP1 counter = counter-screen for PP5 inhibitors: inhibitors of human PP1-alpha; P62136; purified PP1alpha, OMFP fluorescence; inhibition, % at 6.7 µM; actives 0.9% (n = 320,000); AID 2235;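 active means inhibition above the mean inhibition of all tested compounds plus 3 SD, computed separately for each screening campaign, cut at about 15% in these data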
# Target sequence (P62136 whole entry, looked up): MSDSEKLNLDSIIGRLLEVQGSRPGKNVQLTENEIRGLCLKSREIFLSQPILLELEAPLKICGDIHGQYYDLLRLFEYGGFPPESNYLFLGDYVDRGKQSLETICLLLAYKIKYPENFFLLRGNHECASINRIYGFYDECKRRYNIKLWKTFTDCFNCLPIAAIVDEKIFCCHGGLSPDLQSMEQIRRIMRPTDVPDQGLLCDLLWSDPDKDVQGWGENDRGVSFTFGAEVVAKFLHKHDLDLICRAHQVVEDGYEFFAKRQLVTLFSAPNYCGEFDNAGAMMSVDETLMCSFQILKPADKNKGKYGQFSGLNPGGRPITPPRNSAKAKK
# HCV core dimer = HCV core protein dimerization inhibition | inhibition, % at 5 µM | actives 0.33% (n = 300,000) | TR-FRET GST/Flag-core106 dimerization, 1536-well;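 active means inhibition above the mean of all tested compounds plus 3 SD, set per screening campaign, cut at about 45% in these data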
#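 Test system: GST/Flag-tagged HCV core106 proteins; Medium: KF-containing HEPES buffer, pH 7.45, DTT, CHAPS, BSA; Times: compound-protein-antibody incubation 4 h at 22.5 °C; Detection: TR-FRET 671 and 617 nm emission; Benchmarks: wells lacking GST-core106 and wells with excess unlabelled core106.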
# An asterisk follows results filed as active; x = not tested or not shown.
SMILES,PP5 inh,Efflux pump mplx,TPT1 inhibitor,LYPLA2 counter,PREPL inhibitor,JMJD2C inh,Fh CTSL1 inh,PP1 counter,HCV core dimer
CCOc1ccc(CNC(=O)C2CCCN(c3nnc(C)c4c(C)n(-c5ccccc5)nc34)C2)cc1 (stereo not given),0.6,-0.1,2,4,26,26,-4,1,6
O=S(=O)(Nc1ccccn1)c1ccc(Oc2ccccc2)cc1,-0.7,-0.1,0,0,-1,-4,-4,-3,-4
Cc1ccc(CNC(=O)/C=C/c2ccc(Br)o2)cc1,0.7,0.2,0,0,2,27,-2,-1,15
CN1CCN(C(=O)CCCOc2ccc(Cl)cc2Cl)CC1,-0.8,0.0,-4,-8,-3,2,-1,-3,4
CCc1ccccc1NC(=S)/N=C(\N)Nc1nc(C)c2cc(C)ccc2n1,-0.5,-0.4,2,-9,-1,-5,0,0,16
CCOc1ccc(NC(=S)N2CCN(c3ccc(N4CCOCC4)nn3)CC2)cc1,-0.3,0.3,3,-6,-1,-5,2,1,0
CC(=O)Nc1ccc(C(=O)NCC2CCCCC2)cc1,1.4,0.8,3,-1,-5,4,-1,-4,0
CCC1CCCCN1C(=O)c1cc2cc(Br)ccc2oc1=O (stereo not given),-1.9,-0.2,1,-4,-6,11,0,2,-4
O=C(Nc1ccc2nn(-c3ccccc3)nc2c1)c1cccs1,2.5,-0.1,-2,0,-3,-2,0,0,2
O=S(=O)(NC1CC(NS(=O)(=O)OCC(Cl)(Cl)Cl)C2CCCCC12)OCC(Cl)(Cl)Cl (stereo not given),3.2,0.0,-2,-4,7,2,-1,4,-8
Cc1ccc(C(=O)NC(=S)NCc2ccccc2)cc1,1.3,0.0,-1,13,-9,10,-2,2,-8
COc1ccccc1/C=C/C(=O)NCC(=O)N/N=C/c1ccccc1[N+](=O)[O-],0.4,-0.1,1,2,-5,2,4,2,7
Cc1cc(=O)oc2cc(OCC(=O)OCC(=O)NC(C)C)ccc12,-1.7,0.0,-5,-2,4,-17,-8,-4,-2
CN(C)C(=S)SCC(=O)NC(=O)NC(C)(C)C,0.7,0.4,-2,4,17,-1,-3,0,0
O=C(CCn1c(=O)sc2ccccc21)NCc1ccco1,0.4,0.0,1,0,5,7,1,0,2
Cc1cccc(NS(=O)(=O)c2ccc3[nH]c(=O)cc(C(=O)O)c3c2)c1,2.8,-0.1,2,4,3,13,0,-2,0
Cc1ccc(C)c(CSC2=NCCN2C(=O)Cc2ccc([N+](=O)[O-])cc2)c1,5.5,0.0,-2,3,-1,-2,0,4,3
Cc1cc([N+](=O)[O-])ccc1-c1ccc(C2Nc3ccccc3C(=O)N2O)o1 (stereo not given),3.5,-0.1,1,-7,32,4,-3,12,4
CCOc1ccc(CC(=O)N2CCN=C2SC)cc1,-2.2,0.0,2,1,1,-21,8,-2,-2
C=CCn1c(N)cc(=O)nc1SCC(=O)Nc1ccccc1C(N)=O,2.8,0.1,-2,4,-1,8,4,-3,1
CC(=O)c1cccc(-n2nnnc2SCC(=O)NNC(=O)C(C)C)c1,-0.9,-0.1,2,8,6,0,0,-3,0
O=C(CCCCCN1C(=O)c2ccccc2C1=O)NC1CCCC1,0.9,0.0,-2,-5,11,10,-2,-3,4
CCOC(=O)C1(CC2CCCCO2)CCN(C(=O)Nc2cccc(SC)c2)CC1 (stereo not given),5.0,0.1,-4,-9,17,0,-3,2,5
COc1cc(SSc2cc(OC)cc([N+](=O)[O-])c2N)c(N)c([N+](=O)[O-])c1,2.1,-0.2,-3,-3,7,-17,-5,1,-95
CCc1cc(C(=O)N2CCN(S(=O)(=O)c3ccccc3F)CC2)sc1C,2.5,-0.1,x,2,-7,11,x,-4,x
N#C/C(=C\c1cc2ccccc2nc1N1CCCCC1)C(N)=O,3.0,0.1,8,-5,4,-3,0,4,12
O=C(Nc1cccc(NC(=O)c2ccco2)n1)c1ccco1,0.6,0.0,2,5,5,0,-2,-3,8
CCn1c(-c2cc(-c3cccc(OC)c3)nc3ccccc23)n[nH]c1=S,1.0,0.1,2,2,6,-1,4,2,-12
O=C(Nc1ccccc1)N1CCc2ccccc21,2.1,0.0,2,-7,1,4,9,-4,1
COC(=O)C1=C(C(=O)OC)[C@@H]2N(Cc3ccccc3)c3ccccc3[C@@]23C[C@@H](C(=O)OC)N(C(=O)NC(C)(C)C)C3=N1,2.5,0.1,-4,6,8,-2,0,1,12
CCC(C)NC(=O)CCSCCC(=O)NC(C)CC (stereo not given),1.1,0.0,2,4,2,2,-3,5,-1
Cc1ccc2nc(-c3ccc(NS(=O)(=O)c4ccc(F)cc4)cc3)sc2c1,5.5,-0.1,-4,-33,-36,3,12,-8,7
COc1ccc([C@@H]2[C@@H]3C(=O)N(C(C)(C)C)C(=O)[C@@H]3[C@]3(C)C(=O)N(c4cccc(Cl)c4)C(=O)N23)cc1,1.8,0.0,0,-2,2,-1,3,-2,-10
Cn1c(CNC(=O)c2ccccc2)nnc1SCC(=O)Nc1nccs1,0.4,0.0,-3,4,9,-6,6,-3,-1
Cc1ccc2[nH]c(C)c(CCNC(=O)c3cc4cc([N+](=O)[O-])ccc4oc3=O)c2c1,-0.2,-0.3,-3,7,19,6,-1,2,50*
O=C(NCc1ccccc1)C(c1cccs1)N(Cc1cccs1)C(=O)c1cnccn1 (stereo not given),0.9,-0.1,-1,-3,-1,4,-3,-1,5
Nc1nc(Nc2ccccc2)n[nH]1,0.9,0.4,2,-2,1,10,-2,0,1
COc1cc(C(=O)O)cc(NC(=O)c2ccco2)c1OC,-2.1,0.1,-5,6,-4,3,-3,-2,1
COc1ccc(C=O)cc1C1=CC(=O)C[C@H](c2ccc(Cl)cc2)C1,2.7,-0.4,x,14,14,1,x,5,x
Nc1ccc(O)c2ccccc12,1.0,0.0,3,-2,32,-22,-1,3,13
CN(CCn1ccnc1)Cc1cn(-c2ccccc2)nc1-c1ccc2c(c1)OCO2,1.0,0.2,1,-6,16,18,3,2,2
Cc1ccccc1C(=O)N1CCN(c2ccc(NC(=S)NC(=O)c3ccco3)cc2)CC1,2.4,0.4,3,8,14,3,2,4,15
CCOc1c2ccc(C(=O)N[C@H](C)C3CCCCC3)cc2nn1CC,0.5,0.0,-2,12,8,3,2,0,11
CCNc1nc(NCC)nc(N/N=C/c2ccc(N(C)C)cc2)n1,1.2,-0.2,-1,-5,-4,6,14,-5,-12
CCOc1ccc(NS(=O)(=O)c2cc(NC(=O)CCC(=O)c3cccs3)ccc2Cl)cc1,8.1,-0.1,-3,-54,-47,-2,-1,5,9
Cc1cccc(NC(=O)Nc2ccc(S(=O)(=O)Nc3onc(C)c3C)cc2)c1,-0.2,-0.1,x,4,0,16,x,-1,x
CC(=O)c1ccc(S(=O)(=O)Nc2ccc(-c3ccc4nncn4n3)cc2)cc1,1.4,0.0,-2,4,20,-6,1,3,7
Cc1ccc(S(=O)(=O)N2CC(C(=O)O)=CC[C@H]2c2ccc3c(c2)OCO3)cc1,0.5,-0.1,0,0,1,-5,1,-2,7

# Compound profiles, as listed above. Values in the order: PP5 inh	Efflux pump mplx	TPT1 inhibitor	LYPLA2 counter	PREPL inhibitor	JMJD2C inh	Fh CTSL1 inh	PP1 counter	HCV core dimer
# Shown for CCOc1c2ccc(C(=O)N[C@H](C)C3CCCCC3)cc2nn1CC → 0.5	0.0	-2	12	8	3	2	0	11
# Shown for Cc1ccc(S(=O)(=O)N2CC(C(=O)O)=CC[C@H]2c2ccc3c(c2)OCO3)cc1 → 0.5	-0.1	0	0	1	-5	1	-2	7

# Next section.
SMILES,PP5 inh,Efflux pump mplx,TPT1 inhibitor,LYPLA2 counter,PREPL inhibitor,JMJD2C inh,Fh CTSL1 inh,PP1 counter,HCV core dimer
O=C(CCN1C(=O)C2CC=C(Cl)CC2C1=O)NCc1ccccc1 (stereo not given),-0.9,-0.1,-6,-2,-2,-3,-2,-3,-4
Cc1ccc(CNC(=O)COc2ccc3c(c2)CCC3)cc1,0.0,0.5,-1,-4,-15,x,-2,-4,6
CCn1c2ccccc2c2cc(NC(=O)c3cccc([N+](=O)[O-])c3)ccc21,6.3,0.1,7,3,7,12,1,-3,5
CC(C)c1ccc(NC(=O)Cc2ccc(NC3=NC4CS(=O)(=O)CC4S3)cc2)cc1 (stereo not given),2.1,0.0,0,1,9,43,2,3,1
Cc1ccc(NC(=O)CN2C(=O)NC3(CCC(C)CC3)C2=O)c(Cl)c1 (stereo not given),1.5,-4.9,-3,6,10,-30,2,2,1
CCOC(=O)CN1C(=O)c2ccccc2C1=O,-2.5,0.0,-1,-6,-1,12,0,-2,4
CCc1ccc(OC(C)C(=O)N(Cc2ccccc2)C2CCS(=O)(=O)C2)cc1 (stereo not given),0.2,-0.1,-1,2,8,-2,2,-2,-10
CC(=O)Nc1ccc2nc(CN3CCN(Cc4ccc(F)cc4)C(CCO)C3)ccc2c1 (stereo not given),0.0,-0.1,1,3,-4,-6,1,-1,-6
COc1cc(C2=NOC(C(=O)Nc3cc(C)on3)C2)cc(OC)c1OC (stereo not given),1.4,0.0,-2,2,4,-3,0,3,-4
Cc1n(Cc2ccccc2)c2ccccc2[n+]1Cc1ccccc1,-0.2,-0.1,0,11,26,3,0,-1,-2
O=C(c1ncn[nH]1)N1CCN(c2nc(-c3ccccc3)cs2)CC1,4.1,-0.3,-4,6,4,-6,-2,1,-4
COC(=O)CCC[C@H]1CC2(C[C@H](CCCO[Si](C)(C)C(C)(C)C)N1C(=O)OC(C)(C)C)OCCO2,5.7,0.1,x,0,24,5,x,0,x
Cc1ccccc1-c1noc(-c2ccccc2C(=O)N2CCCC2)n1,0.2,-0.1,-2,3,1,-5,-1,0,5
O=C(COC(=O)c1cc(Cl)ccc1[N+](=O)[O-])Nc1cccc2ccccc12,3.0,-0.4,1,10,27,5,0,-4,1
CC(=O)c1cccc(NC(=O)C(C)OC(=O)C2CCC2)c1 (stereo not given),1.8,0.6,0,-2,12,-2,-11,-10,5
COc1ccc(NC(=O)COc2ccc3oc(=O)cc(C)c3c2)cc1,-0.6,-0.1,-1,5,12,1,-5,-5,-2
COc1cc(OC)cc(C(=O)Nc2ccc(NC(=O)c3ccco3)c(Cl)c2)c1,1.1,0.0,-4,-10,-3,-31,-4,5,0
C#Cc1ccc([C@H]2C=C(C(=O)O)O[C@@H](OCc3ccc(CO)cc3)C2)cc1,-2.0,-0.1,4,2,-17,-2,-3,0,3
C=CCOc1ccc(/C=C/C(=O)OCC(=O)NC(C)c2ccc(F)cc2)cc1 (stereo not given),-0.6,0.1,2,3,6,3,0,-1,1
CCOC(=O)Cn1nc(C)c(NC(=O)COc2ccccc2)c1C,0.7,0.3,4,-3,7,2,-5,-4,-13
CNC(=O)C1CCN(S(=O)(=O)c2c(C)noc2/C=C/N(C)C)CC1,4.5,0.1,1,4,20,2,4,-2,-17
CCn1c(NCc2cc(OC)ccc2OC)nc2ccccc21,4.2,0.1,1,2,-17,-4,-3,-3,1
Cc1cc(N2C(=O)C(O)=C(C(=O)c3cccs3)C2c2ccccc2)no1 (stereo not given),0.3,-0.1,-3,1,2,-2,-2,-1,-2
Cc1ccc(NS(=O)(=O)c2cccc(C(=O)NCc3ccccn3)c2)cc1,0.6,0.0,0,2,-1,2,-1,-3,-4
O=c1c2ccccc2nc(COc2ccccc2)n1/N=C/c1cn[nH]c1-c1ccccc1,0.9,-2.5,-3,-25,-27,-6,2,1,5
Cc1cc(OCC(=O)OC(C)C(=O)Nc2ccc(N3CCOCC3)cc2)ccc1Cl (stereo not given),-0.7,0.0,x,6,29,13,x,-3,x

# Assay outcomes from PubChem BioAssay.

# Some of the compounds tested, so the mix of outcomes need not match the whole.
